Assay outcomes (PubChem BioAssay)
MITF inh: MITF inhibitors, primary screen, biochemical, AlphaScreen, human | AlphaScreen MITF homodimerization, bead proximity signal | inhibition, % at 2.6 µM | 650,000 tested, 0.91% active | Microphthalmia-associated transcription factor (Homo sapiens), O75030 | AID 1259374, 2018; in the data active = inhibition above about 50%;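 note: 0% = vehicle wells with protein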
Target sequence (O75030 whole entry, looked up): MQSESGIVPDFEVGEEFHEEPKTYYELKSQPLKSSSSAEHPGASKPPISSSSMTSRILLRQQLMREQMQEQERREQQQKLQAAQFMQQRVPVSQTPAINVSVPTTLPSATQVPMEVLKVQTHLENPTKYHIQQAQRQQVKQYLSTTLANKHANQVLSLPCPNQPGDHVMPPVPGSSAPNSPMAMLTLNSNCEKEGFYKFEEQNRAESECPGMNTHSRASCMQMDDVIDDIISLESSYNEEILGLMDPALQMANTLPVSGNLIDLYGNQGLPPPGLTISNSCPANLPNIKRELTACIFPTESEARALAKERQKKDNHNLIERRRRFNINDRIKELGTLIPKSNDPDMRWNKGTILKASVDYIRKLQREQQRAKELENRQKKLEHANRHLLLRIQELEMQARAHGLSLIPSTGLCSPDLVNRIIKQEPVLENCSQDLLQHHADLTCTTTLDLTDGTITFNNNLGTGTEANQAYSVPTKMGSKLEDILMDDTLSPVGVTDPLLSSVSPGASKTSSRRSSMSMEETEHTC
GPR151 activ: activators of human GPR151, primary screen, cell-based, PathHunter beta-arrestin, luminescence; PathHunter beta-arrestin GPR151 cells; activation, % at 11.2 µM; 650,000 tested, 1% active; AID 1508602, 2020; in the data active = activation above about 4.9%;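 note: 0% = median of compound wells and 100% = cells with positive control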
Target sequence (Q8TDV0 whole entry, looked up): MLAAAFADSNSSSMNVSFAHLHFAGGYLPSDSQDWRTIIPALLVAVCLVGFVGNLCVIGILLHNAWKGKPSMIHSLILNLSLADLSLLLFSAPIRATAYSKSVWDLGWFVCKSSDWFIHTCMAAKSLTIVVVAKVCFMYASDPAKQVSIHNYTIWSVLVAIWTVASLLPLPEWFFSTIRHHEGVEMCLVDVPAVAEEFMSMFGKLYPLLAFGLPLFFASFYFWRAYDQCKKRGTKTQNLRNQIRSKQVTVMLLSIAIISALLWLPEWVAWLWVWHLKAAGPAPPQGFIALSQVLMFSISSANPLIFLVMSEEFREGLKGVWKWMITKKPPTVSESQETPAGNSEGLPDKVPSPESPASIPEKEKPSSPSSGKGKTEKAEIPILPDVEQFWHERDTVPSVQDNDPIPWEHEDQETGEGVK
FBW7 activator: FBW7 E3 ligase activators, primary screen, biochemical, AlphaScreen, human. 650,000 tested, 0.13% active. AlphaScreen FBW7–phospho-cyclin E peptide binding, activator screen. normalized activity (activation), % at 26.1 µM. F-box/WD repeat-containing protein 7 (Homo sapiens), Q969H0; in the data active = normalized activity above about 1.9%;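 note: purified mutant Fbw7 with reduced substrate affinity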
TEAD-YAP inh: TEAD-YAP interaction inhibition, primary screen, TEAD-YAP interaction inhibitor project, luminescence, HEK-TIYL cells; inhibition, % at 9.12 µM; 640,000 tested, 1.4% active; TEAD-Gal4/YAP UAS-luciferase luminescence; AID 1259422, 2018; in the data active = inhibition above about 32%;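 note: 0% = median of test compound wells and 100% = reference inhibitor wells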
* hit, by the source's call.

Results for COC(=O)Cn1c(O)c(N=NC(=O)C2COc3ccccc3O2)c2ccccc21 (stereo unspecified) ?
MITF inh: 6; GPR151 activ: 0.9; FBW7 activator: -0.2; TEAD-YAP inh: 13

What do the screens show for `Cc1cc(=O)[nH]c(-n2nc(C)c(CCC(=O)NC(C)CCc3ccccc3)c2C)n1` (stereo unspecified)?
MITF inh: 10; GPR151 activ: -0.2; FBW7 activator: -1.1; TEAD-YAP inh: 22

How did CC(C)(C)NC(=O)CN(CC1CCCO1)C(=O)CCC(=O)Nc1nccs1 (stereo unspecified) do in these assays?
MITF inh: -5; GPR151 activ: -0.3; FBW7 activator: -0.1; TEAD-YAP inh: -9

How did CN(C)C(CNC(=O)c1ccc2nsnc2c1)c1cccc2ccccc12 (stereo unspecified) do in these assays?
MITF inh: 5; GPR151 activ: 1.8; FBW7 activator: -0.1; TEAD-YAP inh: 7

Results for CCN(Cc1ccncc1)Cc1ccc2c(c1)CN(C(=O)c1csc(C)n1)CCO2 ?
MITF inh: 6; GPR151 activ: -0.9; FBW7 activator: -0.3; TEAD-YAP inh: -5

Results for CC(=O)Nc1ccc(S(=O)(=O)NCc2ccccc2)cc1 ?
MITF inh: -6; GPR151 activ: 1.8; FBW7 activator: -0.1; TEAD-YAP inh: -5

How did CCCCNC(=O)OCCCNS(=O)(=O)c1cccc([N+](=O)[O-])c1 do in these assays?
MITF inh: 10; GPR151 activ: -0.6; FBW7 activator: 0.7; TEAD-YAP inh: 3

Results for CC(=O)Oc1cc2c(C(=O)N3CCN(c4ccc(F)cc4)CC3)c(C)oc2c2ccccc12 ?
MITF inh: 11; GPR151 activ: 0.8; FBW7 activator: 0.1; TEAD-YAP inh: 7

Results for CCOC(=O)C1=C(c2ccccc2)N=c2s/c(=C\c3cccs3)c(=O)n2C1c1cccc(OC)c1 (stereo unspecified) ?
MITF inh: 17; GPR151 activ: -1.2; FBW7 activator: -0.1; TEAD-YAP inh: 6

Results for O=C(O)c1cc(Br)ccc1OCc1ccccc1 ?
MITF inh: 5; GPR151 activ: -0.2; FBW7 activator: 0.1; TEAD-YAP inh: -27

Reprinted at random: 4 compounds from above
Results for O=C(O)c1cc(Br)ccc1OCc1ccccc1 ?
MITF inh: 5; GPR151 activ: -0.2; FBW7 activator: 0.1; TEAD-YAP inh: -27

Results for CC(=O)Nc1ccc(S(=O)(=O)NCc2ccccc2)cc1 ?
MITF inh: -6; GPR151 activ: 1.8; FBW7 activator: -0.1; TEAD-YAP inh: -5

How did CN(C)C(CNC(=O)c1ccc2nsnc2c1)c1cccc2ccccc12 (stereo unspecified) do in these assays?
MITF inh: 5; GPR151 activ: 1.8; FBW7 activator: -0.1; TEAD-YAP inh: 7

How did CC(C)(C)NC(=O)CN(CC1CCCO1)C(=O)CCC(=O)Nc1nccs1 (stereo unspecified) do in these assays?
MITF inh: -5; GPR151 activ: -0.3; FBW7 activator: -0.1; TEAD-YAP inh: -9

Next section.
Results for COc1ccc(CCNSc2ccccc2[N+](=O)[O-])cc1OC ?
MITF inh: -2; GPR151 activ: 0.0; FBW7 activator: 0.4; TEAD-YAP inh: 1

Results for C/C(=C\c1ccc(N)cc1)c1nc2ccccc2[nH]1 ?
MITF inh: -18; GPR151 activ: 0.7; FBW7 activator: -0.2; TEAD-YAP inh: -55

What do the screens show for `CC(=O)Oc1ccccc1C(=O)N1CCCc2ccccc21`?
MITF inh: 2; GPR151 activ: 1.9; FBW7 activator: -0.1; TEAD-YAP inh: 6

How did Cc1cccc(CSc2nc(N)cc(N)n2)c1 do in these assays?
MITF inh: -3; GPR151 activ: -0.1; FBW7 activator: 0.1; TEAD-YAP inh: -4

Results for CN(C)N1C(=O)/C(=C/c2cccs2)SC1=Nc1ccccc1 ?
MITF inh: 4; GPR151 activ: -0.5; FBW7 activator: 0.0; TEAD-YAP inh: 1

How did CC(C)(C)C(=O)N1CCC(n2nc(-c3cccs3)oc2=O)CC1 do in these assays?
MITF inh: -4; GPR151 activ: 2.5; FBW7 activator: -0.1; TEAD-YAP inh: -3

What do the screens show for `CCC(C)(C)NC(=O)C1CCCN(c2nc(C)cc(OC)n2)C1` (stereo unspecified)?
MITF inh: -2; GPR151 activ: 0.5; FBW7 activator: 0.3; TEAD-YAP inh: 1

How did COc1ccc(NC(=O)N2CCCCC2)cc1 do in these assays?
MITF inh: 9; GPR151 activ: -2.1; FBW7 activator: -0.1; TEAD-YAP inh: -3

What do the screens show for `CCN(CC)c1ncnc2sc(C(=O)Nc3cc(C)ccc3OC)c(C)c12`?
MITF inh: -2; GPR151 activ: 1.1; FBW7 activator: -0.1; TEAD-YAP inh: -16

Results for Cc1ccc(S(=O)(=O)Nc2ccc(N3CCOCC3)cc2)cc1[N+](=O)[O-] ?
MITF inh: 13; GPR151 activ: -1.1; FBW7 activator: 0.3; TEAD-YAP inh: 5

Results for Cc1ccsc1C1C(C#N)=C(N)N(c2ccc(S(N)(=O)=O)cc2)C2=C1C(=O)CC(C)(C)C2 (stereo unspecified) ?
MITF inh: -11; GPR151 activ: -0.3; FBW7 activator: 0.6; TEAD-YAP inh: -3

What do the screens show for `COCCNC(=O)CSc1nccn1Cc1ccccc1`?
MITF inh: -16; GPR151 activ: -2.0; FBW7 activator: 0.0; TEAD-YAP inh: -8

What do the screens show for `CC(C)N(CCNc1nc(Nc2nccc3ccccc23)nc2nc[nH]c12)C(C)C`?
MITF inh: 1; GPR151 activ: -0.5; FBW7 activator: -0.2; TEAD-YAP inh: -17

How did Cc1ccnc(NS(=O)(=O)c2ccc(NC(=O)c3ccc(Br)cc3)cc2)n1 do in these assays?
MITF inh: -5; GPR151 activ: 0.6; FBW7 activator: 0.2; TEAD-YAP inh: -10

How did O=C(Cn1nnc2c(cnn2-c2ccc(F)cc2)c1=O)Nc1cccc(F)c1 do in these assays?
MITF inh: 2; GPR151 activ: -1.2; FBW7 activator: -0.2; TEAD-YAP inh: -4

Results for COC(=O)c1c(NC(=O)c2cccc(OC)c2)sc2c1CCC(C(C)(C)C)C2 (stereo unspecified) ?
MITF inh: -1; GPR151 activ: -1.0; FBW7 activator: 0.1; TEAD-YAP inh: 4

Results for COc1ccc(C2CC(C(F)(F)F)n3nc(C(=O)Nc4cccc(C(C)O)c4)c(Cl)c3N2)cc1 (stereo unspecified) ?
MITF inh: 11; GPR151 activ: -0.5; FBW7 activator: 0.3; TEAD-YAP inh: -7

What do the screens show for `C=CCc1cccc(/C=N/NC(=O)CNc2cccc(Br)c2)c1O`?
MITF inh: -3; GPR151 activ: -0.3; FBW7 activator: -0.2; TEAD-YAP inh: 7

How did Nc1ccc(-c2cc3ccccc3oc2=O)cc1 do in these assays?
MITF inh: -4; GPR151 activ: -0.2; FBW7 activator: 0.2; TEAD-YAP inh: 70*

What do the screens show for `COc1ccc(S(=O)(=O)N2CC(=O)Nc3ccccc32)cc1`?
MITF inh: -3; GPR151 activ: -0.4; FBW7 activator: 0.1; TEAD-YAP inh: 7

Results for COc1ccc(CCNC(=O)CSc2nc3[nH]ncc3c(=O)n2-c2ccc(Br)cc2)cc1OC ?
MITF inh: 4; GPR151 activ: 0.0; FBW7 activator: 0.1; TEAD-YAP inh: -7

What do the screens show for `CCOC(=O)CC(=O)CSc1nc(-c2cccs2)cc(-c2ccc(OC)cc2)c1C#N`?
MITF inh: -3; GPR151 activ: 0.5; FBW7 activator: 0.0; TEAD-YAP inh: 7

Results for CC(C)NC(=O)NC(=O)COC(=O)CC12CC3CC(CC(C3)C1)C2 ?
MITF inh: -4; GPR151 activ: -1.7; FBW7 activator: 0.5; TEAD-YAP inh: 1

What do the screens show for `Cc1cccc(NC(=O)C2(c3cccs3)CCOCC2)c1`?
MITF inh: -13; GPR151 activ: 0.0; FBW7 activator: 0.3; TEAD-YAP inh: -6

How did CN(C)CCCn1c(=O)c2[nH]cnc2n(C)c1=O do in these assays?
MITF inh: 0; GPR151 activ: 0.0; FBW7 activator: -0.1; TEAD-YAP inh: -4

How did Cc1nnn(C23CC4CC(CC(C(=O)Nc5cccc(F)c5)(C4)C2)C3)n1 do in these assays?
MITF inh: 9; GPR151 activ: 3.1; FBW7 activator: 0.5; TEAD-YAP inh: 9

How did CCc1ccccc1-n1c(SCC(=O)Nc2cccc(C)c2)nc2n[nH]c(C)c2c1=N do in these assays?
MITF inh: 1; GPR151 activ: -0.9; FBW7 activator: -0.1; TEAD-YAP inh: 6

How did Cc1ccc(C)c(OCCOc2cccc(/C=C3/C(=N)N4N=C(C(F)(F)F)SC4=NC3=O)c2)c1 do in these assays?
MITF inh: 5; GPR151 activ: -0.4; FBW7 activator: 0.1; TEAD-YAP inh: -50

Results for Cc1ccc(S(=O)(=O)N2CCN3C(=O)[C@@H](C(C)C)NC(=O)[C@H]3C2)cc1 ?
MITF inh: 0; GPR151 activ: -1.8; FBW7 activator: 0.5; TEAD-YAP inh: 10

How did O=C(N[C@H]1C[C@H]2C(=O)N[C@@H](Cc3ccc(Cl)cc3)C(=O)N2C1)c1cccc(F)c1F do in these assays?
MITF inh: -1; GPR151 activ: -2.3; FBW7 activator: 0.0; TEAD-YAP inh: 9

The final two records of the part before lead into the next.
Results for Cc1ccc(S(=O)(=O)N2CCN3C(=O)[C@@H](C(C)C)NC(=O)[C@H]3C2)cc1 ?
MITF inh: 0; GPR151 activ: -1.8; FBW7 activator: 0.5; TEAD-YAP inh: 10

How did O=C(N[C@H]1C[C@H]2C(=O)N[C@@H](Cc3ccc(Cl)cc3)C(=O)N2C1)c1cccc(F)c1F do in these assays?
MITF inh: -1; GPR151 activ: -2.3; FBW7 activator: 0.0; TEAD-YAP inh: 9

How did CCOc1ccccc1C(=O)NCCc1nc2ccccc2[nH]1 do in these assays?
MITF inh: -14; GPR151 activ: 1.6; FBW7 activator: 0.0; TEAD-YAP inh: -8

How did O=C(Nc1cccc(F)c1)/C(=C\c1ccc([N+](=O)[O-])cc1)NC(=O)c1ccccc1Br do in these assays?
MITF inh: -3; GPR151 activ: -1.1; FBW7 activator: -0.1; TEAD-YAP inh: -2

Results for O=C(NC1CCN(Cc2ccccc2)CC1)c1ccnc(NCc2ccc3c(c2)OCO3)c1 ?
MITF inh: -1; GPR151 activ: -2.2; FBW7 activator: 0.1; TEAD-YAP inh: 2

How did Cc1ccc(NC(=O)CSC2=C(C#N)C(c3cccc([N+](=O)[O-])c3)CC(=O)N2)cc1C (stereo unspecified) do in these assays?
MITF inh: 28; GPR151 activ: -0.1; FBW7 activator: 0.6; TEAD-YAP inh: 6

What do the screens show for `O=C(/C=C/c1ccco1)Nc1cc(Cl)c(O)c(Cl)c1`?
MITF inh: 50; GPR151 activ: 0.4; FBW7 activator: -0.3; TEAD-YAP inh: 12

What do the screens show for `CCc1ccc2[nH]c(=O)c(C(c3nnnn3CCOC)N3CCOCC3)cc2c1` (stereo unspecified)?
MITF inh: -1; GPR151 activ: 1.4; FBW7 activator: 0.0; TEAD-YAP inh: 5

How did Cc1ncsc1C(=O)N[C@H](Cn1nnc2ccccc21)C(C)C do in these assays?
MITF inh: 0; GPR151 activ: 1.7; FBW7 activator: 0.0; TEAD-YAP inh: 4

Results for CC(C)OC(=O)c1ccc(OC(=O)c2cccnc2)cc1 ?
MITF inh: 5; GPR151 activ: 1.3; FBW7 activator: -0.1; TEAD-YAP inh: 8

Results for COc1ccc(NS(=O)(=O)c2cc3c(cc2C)NC(=O)CO3)cc1Cl ?
MITF inh: 17; GPR151 activ: 0.3; FBW7 activator: 0.1; TEAD-YAP inh: 8

How did COc1cc(/C=C2/N=C(c3ccco3)OC2=O)cc(Br)c1OS(C)(=O)=O do in these assays?
MITF inh: 16; GPR151 activ: 2.0; FBW7 activator: 0.2; TEAD-YAP inh: 0

What do the screens show for `S=c1[nH]nc(-c2ccco2)n1Cc1ccccc1`?
MITF inh: 11; GPR151 activ: -0.8; FBW7 activator: 0.1; TEAD-YAP inh: -5

How did O=C(Cc1c(F)cccc1Cl)Nc1ccccn1 do in these assays?
MITF inh: 13; GPR151 activ: -0.1; FBW7 activator: 0.3; TEAD-YAP inh: -6

Results for N#CC1=C(N)C(C#N)(C#N)C2(CCCC2)C2CCCC=C12 (stereo unspecified) ?
MITF inh: 8; GPR151 activ: 0.0; FBW7 activator: 0.1; TEAD-YAP inh: 8

Results for CC(=O)Nc1ccc(NS(=O)(=O)c2ccc3c(c2)NC(=O)CC(=O)N3)cc1 ?
MITF inh: 2; GPR151 activ: 2.6; FBW7 activator: -0.2; TEAD-YAP inh: -4

What do the screens show for `O=C(CCCSc1nnnn1-c1ccccc1)c1ccc2c(c1)Cc1ccccc1-2`?
MITF inh: 0; GPR151 activ: 0.2; FBW7 activator: 0.0; TEAD-YAP inh: -3

How did C=CCOC(=O)C1=C(C)NC2=C(C(=O)CC(C)(C)C2)C1c1cccc(O)c1 (stereo unspecified) do in these assays?
MITF inh: -3; GPR151 activ: 1.8; FBW7 activator: -0.1; TEAD-YAP inh: 6

What do the screens show for `CCCOc1ccc(/C=N\NC(=O)CC(=O)NCc2ccccc2)cc1OCC`?
MITF inh: -1; GPR151 activ: 0.0; FBW7 activator: 1.6; TEAD-YAP inh: 9

Results for CCOC(=O)COc1ccc(S(=O)(=O)Nc2ccc(C)cc2)cc1 ?
MITF inh: 3; GPR151 activ: 3.1; FBW7 activator: -0.2; TEAD-YAP inh: 1

Results for COc1ccc(CNC2CCCN(c3nc(C)c4ccc(C)cc4n3)CC2)cc1OC (stereo unspecified) ?
MITF inh: -21; GPR151 activ: -0.8; FBW7 activator: 0.4; TEAD-YAP inh: -10

Results for Cc1ccc(C)c(OCC(=O)Nc2sc3c(c2C#N)CCC(C)C3)c1C (stereo unspecified) ?
MITF inh: 14; GPR151 activ: -0.4; FBW7 activator: 0.0; TEAD-YAP inh: 7
